Screening data: PubChem, Sanford-Burnham Center for Chemical Genomics
APJ ag: agonists of human apelin receptor APJ, primary screen, CHO-K1 cells, PathHunter beta-arrestin, luminescence | 0% DMSO wells, 100% apelin | activation, % at 20 µM | 330,000 compounds, 0.11% hits;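 active = activation more than six SD over the plate average, tested at 20 µM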;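 note: 0% = DMSO alone and 100% = apelin-13 at 10 nM; some results filed as inactive read as strong as hits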
Target sequence (P35414 whole entry, looked up): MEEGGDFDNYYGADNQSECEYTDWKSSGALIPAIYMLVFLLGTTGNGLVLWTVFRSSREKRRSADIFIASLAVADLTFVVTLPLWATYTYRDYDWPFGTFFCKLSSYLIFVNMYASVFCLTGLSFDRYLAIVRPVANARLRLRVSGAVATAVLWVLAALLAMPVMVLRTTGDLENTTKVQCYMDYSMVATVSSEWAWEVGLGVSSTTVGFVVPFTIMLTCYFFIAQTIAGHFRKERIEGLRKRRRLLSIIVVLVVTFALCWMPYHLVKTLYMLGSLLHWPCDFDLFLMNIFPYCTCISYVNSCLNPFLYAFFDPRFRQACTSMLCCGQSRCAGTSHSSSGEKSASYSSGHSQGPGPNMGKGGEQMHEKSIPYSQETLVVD
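Assay system: CHO-K1 APJ beta-arrestin complementation cell line / Compound: single test compound dose, 20 µM final, 1% DMSO / Times: overnight seeding, 90 min compound at 25 °C, 1 h detection / Technique: beta-gal luminescence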
tim23-1 inh: growth inhibitors of tim23-1 mutant yeast, primary screen, luminescence, uHTS | S. cerevisiae tim23-1 growth, BacTiter-Glo luminescence, 24 h | inhibition, % at 20 µM | 330,000 compounds, 1.3% hits | AID 463212, 2010;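 active = growth inhibition of the mutant yeast at or above 50%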;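 note: temperature-sensitive mutant grown at 25 °C; plate controls were DMSO-treated mutant yeast for no effect and medium wells lacking yeast for full effect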
CXCR6 block: CXCR6 receptor inhibitors, primary screen, cell-based, beta-arrestin, luminescence, CHO-K1 PathHunter, 1536-well; C-X-C chemokine receptor type 6 (Homo sapiens), O00574; inhibition, % at 20 µM; 360,000 compounds, 0.36% hits; in the data active = inhibition above about 34%, passing the limit was not always enough;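 note: antagonist mode with CXCL16 agonist at 10 nM final; 0% = 10 nM CXCL16 with DMSO and 100% = unstimulated wells without agonist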
Target sequence (O00574 whole entry, looked up): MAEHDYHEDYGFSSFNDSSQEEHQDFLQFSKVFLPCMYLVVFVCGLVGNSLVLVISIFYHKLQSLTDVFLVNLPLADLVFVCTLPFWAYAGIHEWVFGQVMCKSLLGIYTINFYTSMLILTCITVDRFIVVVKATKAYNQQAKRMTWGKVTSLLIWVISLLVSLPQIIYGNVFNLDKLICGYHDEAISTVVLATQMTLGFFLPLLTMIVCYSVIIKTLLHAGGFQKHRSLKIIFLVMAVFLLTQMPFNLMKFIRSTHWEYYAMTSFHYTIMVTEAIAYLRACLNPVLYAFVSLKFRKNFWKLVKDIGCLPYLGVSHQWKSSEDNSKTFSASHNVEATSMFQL
Mdm2-MdmX inh: inhibitors of human Mdm2-MdmX association, primary screen, cell-based, luminescence, split luciferase, SaOS-2, uHTS | Protein Mdm4 (Homo sapiens) + E3 ubiquitin-protein ligase Mdm2 (Homo sapiens), … | SaOS-2 split-luciferase Mdm2/MdmX complementation | inhibition, % at 8 µM | 330,000 compounds, 3% hits | AID 485346, 2010;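 active = inhibition of at least 50% at 8 µM in the primary screen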
APJ antag: antagonists of human apelin receptor APJ, primary screen, CHO-K1 cells, beta-arrestin complementation, luminescence; P35414; inhibition, % at 20 µM; 330,000 compounds, 0.32% hits; AID 2521, 2010;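 active = inhibition above about 40% at 20 µM, limit read from the data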;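 note: cells challenged with 10 nM apelin-13 agonist together with compound; plate controls were apelin-13 plus DMSO wells for no effect and DMSO wells lacking apelin-13 for full effect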
TIM10 inh: growth inhibitors of isogenic TIM10 control yeast, primary screen, counter-screen for tim10-1 yeast inhibitor project, luminescence, uHTS. AID 463195, 2010. 330,000 compounds, 1.4% hits. S. cerevisiae TIM10 strain growth, BacTiter-Glo luminescence, 24 h. inhibition, % at 10 µM;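 active = inhibition of 40% or more at the single tested concentration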;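 note: wild-type TIM10 isogenic control strain grown at permissive 25 °C; 0% = DMSO yeast wells and 100% = minimal medium wells without yeast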
UPR XBP1 act: activators of adaptive XBP1 UPR arm, primary screen, cell-based, CHO-XBP1 luciferase reporter, luminescence, uHTS. IRE1-XBP1 UPR activation; percent of tunicamycin response, DMSO as zero. activation, % at 20 µM. 330,000 compounds, 0.33% hits. AID 463104, 2010;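 active = versus positive control, 20 µM dose yields 30% or more activation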;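 note: 100% = tunicamycin at 10 µg/mL and 0% = DMSO only wells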
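Assay system: IRE1-XBP1 luciferase reporter CHO line. Input: 1000 cells/well. Buffer or medium: F12 with 10% serum. Doses: 20 µM, 1% DMSO. Times: overnight seeding at 37 °C, 6 h compound treatment at 37 °C. Technique: Steady-Glo luciferase glow luminescence, 10 min after reagent addition.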
CHOP UPR activ: activators of apoptotic CHOP UPR arm, primary screen, cell-based, CHO-CHOP luciferase reporter, luminescence, uHTS; activation, % at 10 µM; 330,000 compounds, 0.34% hits; UPR activation; percent of tunicamycin response over DMSO baseline;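 active = at 10 µM dose, activation of 40% or more, normalized to positive control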;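 note: 100% = tunicamycin at 10 µg/mL and 0% = DMSO alone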
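System: CHO CHOP reporter cells. Amount: 500 cells per well. Buffer or medium: F12 medium, 10% FBS. Compound dosing: one dose, 10 µM in 0.5% DMSO. Incubation: 6 h compound exposure at 37 °C after overnight seeding. Technique: Steady-Glo luciferase luminescence. Benchmarks: tunicamycin and DMSO controls.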
tim10-1 inh: growth inhibitors of tim10-1 mutant yeast, primary screen, luminescence, uHTS | 330,000 compounds, 2.2% hits | inhibition, % at 20 µM | S. cerevisiae tim10-1 ts strain growth, BacTiter-Glo, 24 h | AID 463190, 2010;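 active = inhibition of at least 40%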;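 note: mutant grown at 25 °C; 0% = DMSO wells with yeast and 100% = wells holding no yeast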
An asterisk follows results filed as active. These rows are one share of the data (hit frequency here may not be typical).

mol	APJ ag	tim23-1 inh	CXCR6 block	Mdm2-MdmX inh	APJ antag	TIM10 inh	UPR XBP1 act	CHOP UPR activ	tim10-1 inh
c1ccc2c(-c3ccc(OCCN4CCCCC4)cc3)c(-c3ccsc3)sc2c1	-3	63*	7	68*	-3	29	1	2.8	-6
O=C1NC(=NCc2ccccc2)S/C1=C\c1ccccc1	4	11	10	16	15	24	2	3.0	3
COc1ccccc1C(=O)OCC(=O)NC1CCCC1	0	-1	0	6	-4	-8	4	0.2	17
O=C(C1CCCO1)N1CCN(c2ncccn2)CC1 (configuration not stated)	-1	7	-1	-15	-10	7	-1	1.4	24
Cc1ccc(-n2c(=O)cc(N3CC(C)OC(C)C3)[nH]c2=O)cc1 (configuration not stated)	1	1	4	-1	10	-9	-2	4.5	1
COc1ccc(NC(=O)c2cccc(Oc3ccc([N+](=O)[O-])cc3Cl)c2)cc1	-1	-4	18	-5	8	9	-3	-1.7	12
CCOc1ccc(NC(=O)CCCOc2cc(=O)n(C)c3ccccc23)cc1	-3	-18	7	52*	-7	-11	1	2.3	13
COCCn1c(SC(C)C(=O)Nc2ccc3c(c2)OCCO3)nc2ccccc2c1=O (configuration not stated)	-8	6	4	8	7	11	2	-0.3	6
CCOc1ccc(C(=O)CCC(=O)NNC(=O)c2ccccc2O)cc1	-6	-12	-5	16	-4	-10	-3	0.9	-12
CCOC(=O)N1CCC(NC(=O)c2csc3c2CCCC3)CC1	-4	10	2	-17	-2	-3	-1	-0.4	17
COC(=O)c1cc(OC)c(OC)cc1NC(=O)CCC1CCCC1	-5	4	10	-9	23	24	0	0.7	14
O=c1[nH]c(-c2ccccn2)nc2ccccc12	-10	2	35	-12	26	-13	-7	1.2	-2
CCN(CC)C(=O)C1CCCc2c1[nH]c1ccc(Cl)cc21 (configuration not stated)	-1	-32	-5	84*	-4	-75	-2	-0.1	4
S=c1[nH]nc(-c2ccc3c(c2)OCO3)n1-c1ccccc1	0	-11	-4	12	7	8	1	-0.7	11
CCc1ccc(CCC(=O)Nc2ccc(C(=O)O)cc2)o1	0	-8	-3	5	-9	16	-4	0.0	-8
COc1ccccc1OCC(=O)Nc1ccc(S(=O)(=O)N2CCOCC2)cc1	-2	29	-1	-9	20	27	-1	-1.9	18
CCCS(=O)(=O)c1nc(S(=O)(=O)c2ccc(Cl)cc2)c(N2CCC(O)CC2)s1	1	14	3	-2	5	10	-6	-1.2	2
O=C(Nc1ccc2[nH]ccc2c1)c1cccs1	-1	34	4	-41	10	18	-2	4.5	-49
Cc1nn(-c2ccccn2)c(N)c1N=O	-4	8	-6	17	-8	-15	4	0.2	-11
Cc1c(C(=O)N(Cc2ccc(Cl)cc2)C2CCS(=O)(=O)C2)oc2ccccc12 (configuration not stated)	0	17	4	-5	10	22	0	0.7	18
Cc1cccc(OCCn2c(CCCO)nc3ccccc32)c1	-2	23	5	-20	-2	-8	5	-0.4	8
Cn1c(SCC(=O)Nc2ccccc2Oc2ccccc2)nnc1C1CC1	-2	17	10	3	5	5	2	-0.9	15
COc1ccc(NC(=S)Nc2cccc(Cl)c2)cc1OC	1	23	1	-15	-45	-1	-2	7.0	22
CC(C)(C)NC(=O)CN1C(=O)/C(=C/c2ccccc2)SC1=S	-3	-5	12	8	1	19	-2	-0.6	8

Profiles from above:
`O=C(Nc1ccc2[nH]ccc2c1)c1cccs1` is entered as APJ ag: -1; tim23-1 inh: 34; CXCR6 block: 4; Mdm2-MdmX inh: -41; APJ antag: 10; TIM10 inh: 18; UPR XBP1 act: -2; CHOP UPR activ: 4.5; tim10-1 inh: -49
`Cn1c(SCC(=O)Nc2ccccc2Oc2ccccc2)nnc1C1CC1` is entered as APJ ag: -2; tim23-1 inh: 17; CXCR6 block: 10; Mdm2-MdmX inh: 3; APJ antag: 5; TIM10 inh: 5; UPR XBP1 act: 2; CHOP UPR activ: -0.9; tim10-1 inh: 15

(cont.)
mol	APJ ag	tim23-1 inh	CXCR6 block	Mdm2-MdmX inh	APJ antag	TIM10 inh	UPR XBP1 act	CHOP UPR activ	tim10-1 inh
COc1ccc(NC(=O)N2c3ccccc3CC2C)cc1OC (configuration not stated)	0	10	-7	15	1	11	4	3.7	10
O=C1CCCCC1C(Nc1ccc(Br)cc1)c1ccccc1 (configuration not stated)	1	53*	7	-28	-3	29	3	-0.9	41*
CC(=O)Nc1cccc(NC(=O)c2cccc(S(=O)(=O)N3CCN(Cc4ccccc4)CC3)c2)c1	1	8	-4	18	3	-4	-2	2.8	13
CC(=O)Nc1ccc(S(=O)(=O)N2CCCC(C(=O)N3CCN(c4ccccc4)CC3)C2)cc1 (configuration not stated)	-5	4	-4	-3	-1	1	-2	1.3	9
Cc1ccccc1C(=O)Nc1ccc(C(=O)N/N=C/c2ccncc2)cc1	-3	-10	0	14	9	4	-2	0.7	-2
CC(=O)c1c(C)[nH]c(C(=O)COC(=O)Cc2ccccc2F)c1C	1	5	-10	15	-5	-7	0	5.6	-6
N#C/C(=C/c1ccc(N2CCCCC2)o1)c1cccc(F)c1	1	38	21	-20	29	46*	6	20	55*
CCn1c(SCC(=O)N2CCCC(C)C2)nnc1-c1ccc(S(=O)(=O)N2CCN(C)CC2)cc1 (configuration not stated)	-3	-2	-2	14	-10	2	-4	0.8	7
COC(=O)c1[nH]c(C)c(/C(O)=C2\C(=O)C(=O)N(CCCN3CCOCC3)C2c2ccccn2)c1C (configuration not stated)	1	15	-4	-16	1	-1	-3	2.0	7
Cc1cc(NC2CCCCC2)nc(N2CCOCC2)n1	-3	5	3	5	3	-8	2	-0.1	-4
N#Cc1c(-c2ccc(Cl)cc2)cc(-c2cccs2)nc1SCC(=O)O	-4	7	8	18	8	21	-2	-2.4	1
C=CCOc1ccc2ccccc2c1CNCCCN1CCOCC1	-7	-28	6	3	-2	-164	-3	-0.4	-22
COc1ccc(NC(=O)CSc2nccn2C)c([N+](=O)[O-])c1	-4	-5	-2	21	-6	2	0	3.9	-5
Cc1occc1-c1nnc(SCC(=O)NC(C)(C)C)n1C(C)c1ccccc1 (configuration not stated)	5	24	4	14	2	14	-1	-0.5	28
COc1ccc(CSc2nnc(Cc3sc(-c4ccccc4)nc3-c3ccccc3)o2)cc1	0	-10	7	32	18	20	-4	-0.9	17
Cc1ccc(S(=O)(=O)N2CCN(C3CC(=O)N(c4ccc(F)cc4)C3=O)CC2)cc1C (configuration not stated)	-3	12	0	-3	4	11	-2	-1.4	6
O=C(N/N=C/c1ccccc1OC(=O)N1CCOCC1)c1cccs1	-3	28	8	26	-12	-7	-1	-1.5	-14
COc1ccc(CN(C)C(=O)c2ccc(NS(=O)(=O)c3ccc4[nH]c(=O)[nH]c4c3)cc2)c(OC)c1	2	-2	0	-10	-15	15	-2	0.3	-14
COc1ccc(C(CNC(=O)CSc2ccccc2C)N(C)C)cc1 (configuration not stated)	-2	13	3	-8	-10	-12	-4	-0.3	14
COc1ccc(NC(=O)CSc2nnc(C3CCCCC3)n2-c2ccccc2)cc1	-8	31	5	-5	9	15	-1	2.8	37
COc1cc(C(=O)COC(=O)c2ccncc2)cc(OC)c1OC	-1	-2	11	19	-9	-5	-3	-1.4	-10
CCOC(=O)N1CCN(Cc2nc(N)nc(Nc3ccc(C)cc3C)n2)CC1	-4	3	5	-27	11	9	1	1.3	-2
CC1=C(C(=O)OCC2CCCCC2)C(c2cccc(O)c2)NC(=O)N1 (configuration not stated)	0	6	-6	6	1	-23	2	-0.6	7
O=C(Oc1cccc(Nc2ncnc3ccccc23)c1)c1cccnc1	-4	9	-12	25	-2	1	4	-1.7	-20
CC(=O)c1ccc(NC(=S)NC(=O)/C=C/c2ccc(F)cc2)cc1	3	22	13	15	-26	32	1	2.0	0
CC(C)C[C@H](NC(=O)c1nc[nH]c1C(=O)NCC(=O)OCc1ccccc1)C(=O)OC(C)(C)C	6	29	-4	24	0	28	2	-1.9	18
CCN(CC)C(C(=O)Nc1ccc(C(C)C)cc1)c1ccc2c(c1)OCO2 (configuration not stated)	-4	27	0	45	20	15	-1	1.6	19
CCOC(=O)C1CCCN(C(=O)c2ccc(C)c(S(=O)(=O)N3CCCCC3)c2)C1 (configuration not stated)	-2	18	1	-2	-3	3	-3	0.5	14
O=S1(=O)CC(O)C(NCCO)C1 (configuration not stated)	-2	-8	0	-31	1	2	-4	0.2	6
COCCNC(=S)N(CCc1c(C)[nH]c2ccc(C)cc12)Cc1cccnc1	-1	18	-2	-8	-9	-1	-2	-0.9	12
Cc1ccnc(NC(=O)c2ccc(S(=O)(=O)N3CCCCC3)cc2)c1	-2	43	-2	-4	-30	13	0	-0.9	34
COC(=O)C[n+]1cccc2ccccc21	-6	15	-11	6	7	17	-2	-1.1	8
CCC(=O)Nc1nc2ccc(NC(=O)c3cc(OC)c(OC)c(OC)c3)cc2s1	3	34	10	25	-13	1	3	0.4	13
COc1ccc(S(=O)(=O)N2CCC(C(=O)NCCCc3ccccc3)CC2)cc1	-1	15	-6	28	13	1	-5	1.3	13
c1ccc2c(Nc3nc(-c4ccncc4)nc4ccccc34)cccc2c1	10	11	-2	62*	-6	16	2	3.3	-1
COc1ccc(CNC(=O)CSc2nc(C)cs2)cc1	-1	14	0	19	6	-4	-1	0.5	12
Cc1ccc(-c2cc(C(=O)NCc3ccc4c(c3)OCO4)[nH]n2)c(O)c1C	3	14	9	-17	24	-20	-3	-0.5	-19
COc1ccc(N(CC(=O)NCc2ccco2)S(=O)(=O)c2ccc(C)cc2)cc1	-1	13	2	9	9	17	-4	0.3	12
COC(=O)CCC(=O)Nc1ccc(C)cc1OC(=O)CCC(=O)OC	1	-1	4	-9	-5	-15	-4	1.8	0
CCOC(=O)c1c(N2C(=O)Nc3ccccc3N2O)sc2c1CCCCC2	-3	14	-6	8	1	17	0	1.8	13
O=C(c1ccncc1)N(Cc1ccco1)Cc1cc2ccccc2[nH]c1=O	0	9	-4	1	13	17	0	-1.4	10
CCCCOC(=O)C1=C(C)Nc2ncnn2C1c1cc(OC)c(OC)cc1OC (configuration not stated)	-3	9	0	8	10	9	3	-1.7	13
Cc1ccc(-c2nnn(CC(=O)N(Cc3cccs3)C(C(=O)NC(C)(C)C)c3ccc(C)o3)n2)o1 (configuration not stated)	-2	11	-1	-3	4	3	-2	2.0	15
CC(C)CN(C(=O)c1cccc(Cl)c1)c1c(N)n(Cc2ccccc2)c(=O)[nH]c1=O	-3	15	-7	11	14	9	1	1.4	5
